Assay outcomes as filed in PubChem BioAssay.
Growth percent in the NCI-60 one-dose screen (48 h, 10 µM unless noted): 100 = growth as untreated, 0 = no growth, -100 = all killed.
MALME-3M: MALME-3M melanoma. AID 1794766. actives 5.8% (n = 78,000)
SK-MEL-28: SK-MEL-28 melanoma | actives 4.1% (n = 81,000) | AID 1794761
SK-MEL-5: SK-MEL-5 melanoma. AID 1794755. actives 6.4% (n = 80,000)
LOX IMVI: LOX IMVI melanoma. actives 7.4% (n = 79,000). AID 1794757
UACC-257: UACC-257 melanoma. actives 4.4% (n = 78,000). AID 1794764
MDA-MB-435: MDA-MB-435 melanoma | actives 7.8% (n = 82,000)
SK-MEL-2: SK-MEL-2 melanoma; AID 1794763; actives 4.7% (n = 77,000)
UACC-62: UACC-62 melanoma; actives 5.4% (n = 81,000)
Active calls of the source: *; . = not tested or not shown. Rule for the calls: active = growth percent below 10; inactive = the rest.

Abbreviations: A = MALME-3M; B = SK-MEL-28; C = SK-MEL-5; D = LOX IMVI; E = UACC-257; F = MDA-MB-435; G = SK-MEL-2; H = UACC-62
molecule: CN1CCN(Cc2ccc(NC(=O)c3cncc(C#Cc4cnc5ccc(OCC(F)F)nn45)c3)cc2C(F)(F)F)CC1
  A = -86* | B = -82* | C = -96* | D = -91* | E = -34* | F = -93* | G = -86* | H = -47*
molecule: Cc1cc(C)nc(SCC(=O)Nc2ccc(S(N)(=O)=O)cc2)n1
  A = 99 | B = 110 | C = 97 | D = 97 | E = 107 | F = 107 | G = 103 | H = 97
molecule: COC12C=C/C(=C(/C(=O)OCc3csc(SC)n3)C(=O)CCCCCCCCC3(OC)C=C/C(=C(/C(=O)OCc4cnc(SC)s4)C(=O)CCCCCCCC1)O3)O2 (configuration not stated)
  A = -1.7* | B = 36 | C = 11 | D = -23* | E = 57 | F = 10 | G = 56 | H = 7.0*
molecule: CC(=O)Nc1nc(OC(C)=O)c(Cc2cc(Cl)ccc2Cl)s1
  A = 109 | B = 114 | C = 104 | D = 96 | E = 95 | F = 107 | G = 111 | H = 96
molecule: N#Cc1c(N)nc(N)nc1Nc1ccc(Br)cc1
  A = 107 | B = 110 | C = 90 | D = 92 | E = 92 | F = 104 | G = 91 | H = 86
molecule: Cc1ccc(-c2nn(-c3ccccc3)cc2/C=C/C(=O)O)cc1
  A = 86 | B = 100 | C = 101 | D = 96 | E = 84 | F = 106 | G = 98 | H = 86
molecule: COc1ccc(S(=O)(=O)NC(=O)NC2C(OC(C)=O)OC(COC(C)=O)C(OC(C)=O)C2OC(C)=O)cc1 (configuration not stated)
  A = 106 | B = 106 | C = 107 | D = 101 | E = 91 | F = 104 | G = 100 | H = 96
molecule: CC(C)N1CN2C(=O)N(C)C3NC(=S)N(C1)C32 (configuration not stated)
  A = 106 | B = 116 | C = 103 | D = 96 | E = 108 | F = 103 | G = 100 | H = 98
molecule: COc1cc(-c2nc(SCCC(C)C)nc(N3CCNCC3)c2C#N)cc(OC)c1OC
  A = 102 | B = 112 | C = 103 | D = 103 | E = 105 | F = 106 | G = 109 | H = 95
molecule: COc1cc2c(cc1OC)C(c1cc(OC)c(OC)c(OC)c1)CC(=O)N2 (configuration not stated)
  A = 98 | B = 109 | C = . | D = 117 | E = 103 | F = 105 | G = 98 | H = 107
molecule: COc1cc(C2C(C#N)=C(N)N(c3ccc(OC(F)(F)F)cc3)C3=C2C(=O)CC(C)(C)C3)cc(Br)c1O (configuration not stated)
  A = 100 | B = 112 | C = 98 | D = 99 | E = 103 | F = 103 | G = 108 | H = 98
molecule: O=C(CCc1nnc2n1N=C(Cl)CS2)c1nc2ccccc2[nH]1
  A = 88 | B = 123 | C = 103 | D = 104 | E = 111 | F = 104 | G = 97 | H = 107
molecule: Cc1nn(-c2ccccc2)c2c1C(c1cc3c(cc1Br)OCO3)C(C#N)=C(N)O2 (configuration not stated)
  A = 108 | B = 110 | C = 100 | D = 99 | E = 100 | F = 106 | G = 107 | H = 89
molecule: Cc1ccc(C(=O)/C=C\C=C\c2ccccc2)cc1
  A = 113 | B = 97 | C = 108 | D = 100 | E = 97 | F = 96 | G = 123 | H = 98
molecule: C(=N\Nc1ncnc2sc3c(c12)CCNC3)/c1cccc2ccccc12
  A = 93 | B = 103 | C = 97 | D = 50 | E = 104 | F = 98 | G = 109 | H = 101

9 successive entries from above:
Abbreviations: A = MALME-3M; B = SK-MEL-28; C = SK-MEL-5; D = LOX IMVI; E = UACC-257; F = MDA-MB-435; G = SK-MEL-2; H = UACC-62
molecule: COc1ccc(S(=O)(=O)NC(=O)NC2C(OC(C)=O)OC(COC(C)=O)C(OC(C)=O)C2OC(C)=O)cc1 (configuration not stated)
  A = 106 | B = 106 | C = 107 | D = 101 | E = 91 | F = 104 | G = 100 | H = 96
molecule: CC(C)N1CN2C(=O)N(C)C3NC(=S)N(C1)C32 (configuration not stated)
  A = 106 | B = 116 | C = 103 | D = 96 | E = 108 | F = 103 | G = 100 | H = 98
molecule: COc1cc(-c2nc(SCCC(C)C)nc(N3CCNCC3)c2C#N)cc(OC)c1OC
  A = 102 | B = 112 | C = 103 | D = 103 | E = 105 | F = 106 | G = 109 | H = 95
molecule: COc1cc2c(cc1OC)C(c1cc(OC)c(OC)c(OC)c1)CC(=O)N2 (configuration not stated)
  A = 98 | B = 109 | C = . | D = 117 | E = 103 | F = 105 | G = 98 | H = 107
molecule: COc1cc(C2C(C#N)=C(N)N(c3ccc(OC(F)(F)F)cc3)C3=C2C(=O)CC(C)(C)C3)cc(Br)c1O (configuration not stated)
  A = 100 | B = 112 | C = 98 | D = 99 | E = 103 | F = 103 | G = 108 | H = 98
molecule: O=C(CCc1nnc2n1N=C(Cl)CS2)c1nc2ccccc2[nH]1
  A = 88 | B = 123 | C = 103 | D = 104 | E = 111 | F = 104 | G = 97 | H = 107
molecule: Cc1nn(-c2ccccc2)c2c1C(c1cc3c(cc1Br)OCO3)C(C#N)=C(N)O2 (configuration not stated)
  A = 108 | B = 110 | C = 100 | D = 99 | E = 100 | F = 106 | G = 107 | H = 89
molecule: Cc1ccc(C(=O)/C=C\C=C\c2ccccc2)cc1
  A = 113 | B = 97 | C = 108 | D = 100 | E = 97 | F = 96 | G = 123 | H = 98
molecule: C(=N\Nc1ncnc2sc3c(c12)CCNC3)/c1cccc2ccccc12
  A = 93 | B = 103 | C = 97 | D = 50 | E = 104 | F = 98 | G = 109 | H = 101

More entries
Abbreviations: A = MALME-3M; B = SK-MEL-28; C = SK-MEL-5; D = LOX IMVI; E = UACC-257; F = MDA-MB-435; G = SK-MEL-2; H = UACC-62
molecule: O=C(Sc1ccccc1C(=S)S)c1ccccc1
  A = 100 | B = 111 | C = 110 | D = 100 | E = 108 | F = 107 | G = 100 | H = 102
molecule: Cc1c([N+](=O)[O-])cc(I)c(I)c1I
  A = 143 | B = 91 | C = 104 | D = 107 | E = 92 | F = 104 | G = 87 | H = 98
molecule: O=C(CI)Nc1ccc2[nH]c(=O)cc(C(=O)O)c2c1
  A = 101 | B = 110 | C = 108 | D = 100 | E = 105 | F = 97 | G = 101 | H = 91
molecule: COc1cc2oc(-c3cccc(C(=O)Nc4ccc5c(c4)OCO5)c3)cc(=O)c2c(OC)c1OC
  A = 99 | B = 80 | C = 53 | D = 19 | E = 94 | F = 95 | G = 102 | H = 81
molecule: S=c1nc2oc(-c3ccccc3)c(-c3ccccc3)c2c(/N=C\c2ccc(Cl)cc2)[nH]1
  A = 98 | B = 113 | C = 90 | D = 94 | E = 86 | F = 107 | G = 93 | H = 81
molecule: C=CC(=O)N1CCN(c2cccc(Oc3nccc(Nc4nnc(-c5ccc(OC)cc5)s4)n3)c2)CC1
  A = 79 | B = 82 | C = 68 | D = 85 | E = 107 | F = 24 | G = 87 | H = 69
molecule: COc1ccc(Nc2[nH]n3c(=O)cc(C)nc3c2C(N)=O)c(OC)c1
  A = 126 | B = 109 | C = 98 | D = 96 | E = 85 | F = 114 | G = 94 | H = 84
molecule: Cc1c(C2=NNC(c3ccc4c(c3)OCO4)C2)[n+]([O-])c2ccccc2[n+]1[O-] (configuration not stated)
  A = 154 | B = 113 | C = 98 | D = 96 | E = . | F = 108 | G = 81 | H = 118
molecule: COc1cccc(N2C(=N)/C(=C3\Nc4ccccc4S3)CC2=O)c1
  A = 88 | B = 87 | C = 57 | D = 41 | E = 113 | F = 77 | G = 10 | H = 65
molecule: COc1ccc(-n2c(SCC(=O)Nc3ccc(S(=O)(=O)Nc4nccc(C)n4)cc3)nc3ccccc3c2=O)cc1
  A = 109 | B = 112 | C = 98 | D = 100 | E = 104 | F = 100 | G = 108 | H = 95
molecule: O=c1[nH]cccc1N=Nc1ccc(S(=O)(=O)NC2NCCS2)cc1 (configuration not stated)
  A = 97 | B = 111 | C = 105 | D = 94 | E = 110 | F = . | G = 88 | H = 114
molecule: O=C1c2ccccc2C(=O)N1O
  A = 97 | B = 110 | C = 95 | D = 93 | E = 93 | F = 114 | G = 114 | H = 101
molecule: O=C(c1cccnc1)c1cc(-c2ccccn2)c(=O)n2ccccc12
  A = 132 | B = 118 | C = 97 | D = 99 | E = 121 | F = 114 | G = 78 | H = 94
molecule: BrCCOc1ccc(OCCBr)cc1
  A = 105 | B = 111 | C = 111 | D = . | E = 86 | F = 106 | G = 105 | H = 99
molecule: CC1CC(c2ccccc2)(c2ccccc2)CN1C (configuration not stated)
  A = 96 | B = 112 | C = 98 | D = 94 | E = 84 | F = 107 | G = . | H = 95
molecule: CC(=O)C1=C(C)NC(Cl)=NC1c1ccccc1 (configuration not stated)
  A = 108 | B = 109 | C = 101 | D = 89 | E = 103 | F = 103 | G = 110 | H = 83
molecule: C=CCN1C(=O)/C(=C\c2ccc(F)cc2)S/C1=N\NC(=O)C(CCSC)NC(=O)c1ccccc1 (configuration not stated)
  A = 111 | B = 107 | C = 110 | D = 95 | E = 99 | F = 101 | G = 108 | H = 100
molecule: CCOC(=O)Nc1ccc2c(c1)C(=O)N(CC)c1ccccc1O2
  A = 68 | B = 63 | C = -28* | D = 15 | E = 64 | F = -17* | G = 15 | H = 21
molecule: Cc1ccc(-c2nc(SCc3nc4cc(Cl)c(Cl)cc4[nH]3)[nH]c(=O)c2C#N)cc1
  A = 96 | B = 111 | C = 104 | D = 102 | E = 91 | F = 105 | G = 90 | H = 100
molecule: C=C(C)[C@@H]1CC[C@]2(C)[C@H](CC=C3[C@@H]4CC(C)(C)CC[C@]4(C(=O)OC)CC[C@]32C)[C@@]1(C)CC/C(N)=N/O
  A = 59 | B = 61 | C = -20* | D = . | E = -32* | F = 80 | G = 47 | H = 59
molecule: NS(=O)(=O)c1ccc(-n2ncc(NC(=O)Nc3ccc(S(=O)(=O)Nc4nccs4)cc3)c2-c2ccccc2)cc1
  A = 97 | B = 102 | C = 105 | D = 101 | E = 104 | F = 98 | G = 93 | H = 98
molecule: COc1cc(OC)c(/C=C/c2ccncn2)c(OC)c1
  A = 110 | B = 120 | C = 102 | D = 106 | E = 105 | F = 94 | G = 109 | H = 106
molecule: COc1ccc(/C=C2/C3=C([C@@H](c4ccc(OC)cc4OC)C(C#N)=C(N)O3)[C@H]3CCC2N3C)c(OC)c1
  A = 98 | B = 98 | C = 80 | D = . | E = 92 | F = 82 | G = 93 | H = 77
molecule: CCCCCCCCCCCCCCCCCCCCCCCCCC(=O)O
  A = 100 | B = 108 | C = 99 | D = 102 | E = 98 | F = 108 | G = 104 | H = 108
molecule: COc1ccc2nc(NC(=O)CN3CCn4c(nnc4C(F)(F)F)C3)sc2c1
  A = 106 | B = 102 | C = 79 | D = 97 | E = 99 | F = 90 | G = 106 | H = 84
molecule: COc1ccc(C2=NN(C(=O)c3ccc(S(N)(=O)=O)cc3)C(c3ccc(OC)c(OC)c3)C2)c(OC)c1 (configuration not stated)
  A = 102 | B = 106 | C = 99 | D = 97 | E = 105 | F = 107 | G = 95 | H = 95
molecule: O=C1NC(=Nc2ccc(S(=O)(=O)Nc3nccs3)cc2)S/C1=C\c1coc2ccccc2c1=O
  A = 109 | B = 111 | C = 103 | D = . | E = 105 | F = 124 | G = 133 | H = 100
molecule: COc1ccc(/C(C)=C(\c2ccc(O)cc2)c2ccc(OCCN3CCCC3)cc2)cc1
  A = 88 | B = 90 | C = 97 | D = 94 | E = 126 | F = 98 | G = . | H = 97
molecule: CCOC(=O)c1c(C)oc2ncnc(N3CCN(C(=O)Nc4cccc(C)c4)CC3)c12
  A = 98 | B = 106 | C = . | D = 93 | E = 107 | F = 102 | G = 96 | H = 87
molecule: Cc1ccc2ccc3ccc(C)nc3c2n1.Cc1ccc2ccc3ccc(C)nc3c2n1.Oc1c(Cl)cc(Cl)c2ccc(CN3CCCCC3)nc12.[Ru]
  A = -85* | B = -90* | C = -98* | D = -91* | E = -69* | F = -90* | G = -83* | H = -74*
molecule: COc1ccc2[nH]c(=O)c(C3C4=C(CC(C)(C)CC4=O)Nc4c3c(C)nn4-c3ccccc3)cc2c1 (configuration not stated)
  A = 93 | B = 110 | C = 103 | D = 95 | E = 98 | F = 103 | G = 97 | H = 95
molecule: COc1ccc(C(=O)/C=C/c2ccc(Cl)cc2)cc1S(=O)(=O)Nc1c(N)nc(SC)[nH]c1=O
  A = 90 | B = 97 | C = 74 | D = 2.6* | E = 91 | F = 80 | G = 96 | H = 62
molecule: CN(CC(O)C(O)C(O)C(O)CO)c1oc(-c2ccccc2)nc1C#N (configuration not stated)
  A = 93 | B = 101 | C = 104 | D = 95 | E = 90 | F = 101 | G = 90 | H = 97
molecule: NS(=O)(=O)c1ccc(-n2ncc3c(=O)[nH]c(CN4CCN(c5cc6c(cc5F)c(=O)c(C(=O)O)cn6C5CC5)CC4)nc32)cc1
  A = 105 | B = 94 | C = 97 | D = 97 | E = 105 | F = 100 | G = 106 | H = 74
molecule: Nc1nc(SCc2ccc(Cl)cc2)c2ncn(C3OC(CO)C(O)C3O)c2n1 (configuration not stated)
  A = 121 | B = 112 | C = 95 | D = 98 | E = 102 | F = 103 | G = 104 | H = 95
molecule: COC(=O)c1cc([N+](=O)[O-])cc([N+](=O)[O-])c1Cl
  A = 50 | B = 108 | C = 107 | D = 58 | E = 70 | F = 82 | G = 87 | H = 91
molecule: COc1cc2nc(Cl)nc(Nc3ccc(S(=O)(=O)Nc4nccs4)cc3)c2cc1OC
  A = 112 | B = 115 | C = 102 | D = 86 | E = 103 | F = 106 | G = 102 | H = 96
molecule: O=C(Nc1ccccc1)Nc1ccc(F)c(C(=O)c2c[nH]c3ncccc23)c1F
  A = 86 | B = 97 | C = 98 | D = 87 | E = 115 | F = 100 | G = 99 | H = 74
molecule: CCSc1nc2ccccc2c(=O)n1CCc1ccc(S(N)(=O)=O)cc1
  A = 75 | B = 99 | C = 89 | D = 78 | E = 97 | F = 103 | G = 101 | H = 76
molecule: CC(=O)/C=C/C1C(C)=CCCC1(C)C (configuration not stated)
  A = 104 | B = . | C = 100 | D = 99 | E = 91 | F = 107 | G = . | H = 95
molecule: c1ccc(CSc2nnc(-c3cccs3)n2-c2ccccc2)cc1
  A = 96 | B = 107 | C = 90 | D = 100 | E = 103 | F = 104 | G = 107 | H = 67
